Screens: PubChem, several laboratories
NSD2 HMT inh: NSD2 histone methyltransferase inhibitors, primary screen, biochemical, AlphaScreen, single concentration, set 2. AID 743445, 2014. inhibition, % at 12.5 µM. NSD2 peptide methylation, 120 min. hit rate 0.54% among 310,000. Histone-lysine N-methyltransferase NSD2 (Homo sapiens), O96028; in the data active means inhibition above about 50%
Target sequence (O96028 whole entry, looked up): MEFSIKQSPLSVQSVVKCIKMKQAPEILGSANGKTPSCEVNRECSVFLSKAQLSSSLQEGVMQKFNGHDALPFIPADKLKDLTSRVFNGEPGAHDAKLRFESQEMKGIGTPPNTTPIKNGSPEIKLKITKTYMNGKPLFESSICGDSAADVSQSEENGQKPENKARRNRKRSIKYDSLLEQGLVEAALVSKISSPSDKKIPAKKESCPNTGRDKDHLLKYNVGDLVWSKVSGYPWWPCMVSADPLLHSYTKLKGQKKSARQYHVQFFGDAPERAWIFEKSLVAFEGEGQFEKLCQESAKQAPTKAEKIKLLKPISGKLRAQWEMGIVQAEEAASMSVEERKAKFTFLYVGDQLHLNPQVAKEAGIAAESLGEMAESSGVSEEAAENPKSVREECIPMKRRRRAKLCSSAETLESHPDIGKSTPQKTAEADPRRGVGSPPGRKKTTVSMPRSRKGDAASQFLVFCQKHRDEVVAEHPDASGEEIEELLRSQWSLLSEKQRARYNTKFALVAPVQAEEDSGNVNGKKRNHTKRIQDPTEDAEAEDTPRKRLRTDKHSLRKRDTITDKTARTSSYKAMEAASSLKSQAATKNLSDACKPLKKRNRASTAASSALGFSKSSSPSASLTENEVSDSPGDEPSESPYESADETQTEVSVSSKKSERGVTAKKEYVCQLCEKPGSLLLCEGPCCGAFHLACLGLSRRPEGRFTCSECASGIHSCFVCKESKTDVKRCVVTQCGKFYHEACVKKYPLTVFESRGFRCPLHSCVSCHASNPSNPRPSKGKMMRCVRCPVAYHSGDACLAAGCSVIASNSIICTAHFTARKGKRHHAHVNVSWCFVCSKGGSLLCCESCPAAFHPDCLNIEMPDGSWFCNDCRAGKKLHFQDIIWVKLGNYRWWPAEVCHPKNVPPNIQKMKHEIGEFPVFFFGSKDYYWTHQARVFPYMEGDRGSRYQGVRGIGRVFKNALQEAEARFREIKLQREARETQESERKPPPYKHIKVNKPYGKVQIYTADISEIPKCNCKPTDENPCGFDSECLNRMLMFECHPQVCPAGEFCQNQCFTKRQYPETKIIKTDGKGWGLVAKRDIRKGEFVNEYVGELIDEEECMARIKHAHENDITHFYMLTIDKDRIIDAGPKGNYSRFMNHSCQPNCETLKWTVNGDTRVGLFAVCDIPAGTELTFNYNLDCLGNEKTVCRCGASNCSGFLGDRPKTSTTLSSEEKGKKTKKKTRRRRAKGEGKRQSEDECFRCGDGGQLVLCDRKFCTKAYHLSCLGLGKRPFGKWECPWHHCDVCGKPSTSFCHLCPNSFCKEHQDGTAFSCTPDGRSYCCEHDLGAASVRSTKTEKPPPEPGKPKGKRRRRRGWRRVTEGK
Rtt109 Vps75: inhibitors of C. albicans Rtt109/Vps75 HAT, primary screen, biochemical, ThioGlo CoA-SH fluorescence, plate reader; hit rate 0.16% among 330,000; AID 540336, 2011; inhibition, % at 34.9 µM; purified Rtt109/Vps75, 4 h; Histone acetyltransferase RTT109 (Candida albicans (strain SC5314 / ATCC MYA-2876)), …;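 active means inhibition of at least 50% in every replicate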
Cardiac RTF inh: cardiac RTF calcium sensitivity inhibitors, primary screen, biochemical, IANBD-TnC fluorescence, EC70 calcium. Troponin I, cardiac muscle (Homo sapiens) + Troponin T, cardiac muscle (Homo sapiens) + …. IANBD-labeled cardiac RTF, Ca2+ fluorescence. inhibition, % at 7.15 µM. hit rate 0.12% among 340,000;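 active means inhibition above the mean inhibition of all tested compounds plus 3 SD, cut at about 17% in these data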;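 further: assay run at fixed EC70 calcium of 1.6 mM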
CDK5 inh: inhibitors of human CDK5/p35 kinase, primary screen, biochemical, single concentration; Recombinant CDK5/p35, ADP-Glo luminescence, 60 min; inhibition, % at 10 µM; hit rate 0.01% among 330,000; AID 488839, 2010;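 active means highest replicate inhibition of at least 50% and at least 75% of replicates reaching 50%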;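 further: plate controls were DMSO neutral control for no effect and GW8510 at 10 µM for full effect; many of its hits are not listed in these tables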
Mot1-301 SUMO: yeast Mot1-301 growth rescue at high temperature, primary screen, SUMOylation pathway inhibitor project, S. cerevisiae, ATP luminescence, 38.5C; S. cerevisiae Mot1-301 growth rescue; percent above DMSO median, 100 means doubled; growth rescue, % at 18.8 µM; hit rate 1% among 320,000;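 active means every valid replicate shows activation above 250% relative to neutral control wells; inactive means the rest, any valid replicate at or below 250%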;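 further: OY570 slx delta 5 strain wells were the positive control but not used for scaling; some compounds called inactive have numbers as strong as hits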
Keap1 Nrf2 FP: Keap1-Nrf2 protein-protein interaction inhibitors, primary screen, biochemical, fluorescence polarization, single point; Kelch-like ECH-associated protein 1 (Homo sapiens), Q14145; Keap1 Kelch-Nrf2 peptide fluorescence polarization, 1536-well; inhibition, % at 9.4 µM; hit rate 0.15% among 340,000; AID 504523, 2011; in the data active means inhibition above about 12%;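 further: human Keap1 Kelch domain with fluorescein labeled Nrf2 9mer peptide probe; 0% = neutral control wells and 100% = peptide positive control; higher means more block of Keap1 binding to Nrf2 peptide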
dFosB act: activators of delta FosB homodimer, primary screen, biochemical, fluorescence polarization, TAMRA-CDK5 oligo, single point; Protein FosB (Mus musculus), P13346; purified delta FosB; percent of positive-control signal above neutral wells; activation, % at 25 µM; hit rate 0.99% among 340,000; AID 493131, 2011;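 active means mean activation above about 17%, with every replicate also reaching it, limit read from the data, passing the limit was not always enough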;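 further: fluorescence polarization rise as delta FosB binds a TAMRA Cdk5 AP-1 oligo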
PfHsp90 yeast 2: growth inhibition of PfHsp90-expressing yeast, primary screen, antimalarial PfHsp90 inhibitor project, S. cerevisiae, BacTiter-Glo luminescence, single point, set 2; BacTiter-Glo ATP, 48 h; yeast lacking PDR1 and PDR3 efflux regulators; inhibition, % at 9.4 µM; hit rate 0.32% among 310,000; AID 504621, 2011;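 active means every replicate shows inhibition above about 80%, whatever the replicate mean, limit read from the data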;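 further: 0% = DMSO neutral controls and 100% = 20 µM radicicol positive controls; yeast relying on Plasmodium falciparum Hsp90 in place of its own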
PvdQ acylase: P. aeruginosa PvdQ acylase inhibitors, primary screen, biochemical, fluorescence, plate reader and imaging, single point; PvdQ acylase [Pseudomonas aeruginosa LESB58]; AID 488965, 2010; inhibition, % at 10 µM; purified PvdQ acylase; hit rate 0.063% among 340,000; in the data active means inhibition above about 30%, passing the limit was not always enough;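 further: 0% = vehicle neutral wells and 100% = reference inhibitor wells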
C-LANA FP: inhibitors of KSHV C-LANA binding to DNA, primary screen, biochemical, fluorescence polarization, FAM-LBS DNA, MBP-C-LANA, single point | Kaposi's sarcoma herpesvirus LANA C-terminal domain (residues 932-1162) DNA binding | AID 504423, 2011 | inhibition, % at 9 µM | hit rate 0.078% among 340,000;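 active means highest replicate inhibition at or above 60% at 9 µM, even if other replicates fall short; inactive means all replicates below 60% inhibition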;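 further: 0% = neutral control wells and 100% = 4 µM acridine orange control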
cardiac RTF act: cardiac RTF calcium sensitivity activators, primary screen, biochemical, IANBD-TnC fluorescence, EC20 calcium. Troponin I, cardiac muscle (Homo sapiens) + Troponin T, cardiac muscle (Homo sapiens) + …. IANBD-labeled TnC RTF fluorescence at EC20 calcium; 0% EC20 calcium, 100% full calcium. activation, % at 7.2 µM. hit rate 0.24% among 340,000;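 active means activation above the mean over all tested compounds plus 3 SD, cut at about 30% in these data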;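 further: rise in fluorescence read as greater calcium sensitivity of cardiac thin filaments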
Active calls of the source: *; . = no result given; + = active, no number.

SMILES	NSD2 HMT inh	Rtt109 Vps75	Cardiac RTF inh	CDK5 inh	Mot1-301 SUMO	Keap1 Nrf2 FP	dFosB act	PfHsp90 yeast 2	PvdQ acylase	C-LANA FP	cardiac RTF act
Cc1ccc(NC(=O)COC(=O)CNC(=O)c2ccc(Br)cc2)c(C)c1	-3	.	-10	-0.7	6	-3	-2	8	-16	-0.9	-2
CC(C)c1c(O)nc(SCc2ccc(F)cc2)[nH]c1=O	-2	-7	-8	-0.5	-1	2	-8	0	-11	0.1	1
CC(=O)C1=C(C)NC2(O)c3ccccc3C(=O)C12O (centres undefined)	8	-3	-12	-0.5	2	-4	-2	-7	-6	1.2	13
CS(=O)(=O)c1ccc(NC(=O)c2ccc3c(c2)S(=O)(=O)N=C2CCCCCN23)cc1	1	0	-4	-3.7	368	-6	-6	-13	-8	-1.2	4
CC(C)CC1Nc2ccc(C(=O)NCCCN3CCCCC3C)cc2NC1=O (centres undefined)	10	2	0	0.8	10	0	-7	-7	-5	0.6	-3
CCCCn1c(N)c(N(CC(C)C)C(=O)c2ccc(OC)c(S(=O)(=O)N3CCOCC3)c2)c(=O)[nH]c1=O	-1	-11	-1	1.8	.	6	-6	2	-6	2.8	-2
Cc1ccc(S(=O)(=O)N/N=C/c2ccccc2O)cc1	-1	-8	-11	-0.7	8	3	-2	-3	10	0.4	3
O=C(CN1CCN(C(=O)c2ccco2)CC1)NCc1ccc(Cl)cc1	1	3	-3	0.7	107	-1	-3	9	-11	0.1	3
CCOC(=O)N1CCN(C(=O)C2CCN(S(=O)(=O)c3ccc(C)cc3)CC2)CC1	-3	.	1	-0.5	.	4	2	.	-3	-1.1	-3
O=C(C1=C[C@H](c2ccccc2)C[C@H](OCc2ccc(CO)cc2)O1)N1CCOCC1	.	2	-5	-1.1	7	1	1	-16	-12	-1.2	-5
COc1ccc(CCNC(=O)c2cccs2)cc1OC	7	0	-2	-2.4	4	0	-10	-5	-13	-0.7	4
O=C(COC(=O)c1ccncc1)c1ccccc1	-1	-11	-1	0.2	53	-5	-2	-4	0	-1.1	1
COCCn1c(C)cc(C(=O)COc2ncnc3ccc(Br)cc23)c1C	0	-3	-2	3.0	2	-1	-7	24	8	-0.4	-1
COc1ccc(N(CC(=O)Nc2ccccc2OC)S(=O)(=O)c2ccc(NC(C)=O)cc2)cc1	0	-4	7	0.9	-14	0	-12	-13	3	-1.8	-6
COC(=O)C1CCN(Cc2c(C(=O)N3C[C@@H](C)O[C@@H](C)C3)nc3ccc(Cl)cn23)CC1	3	-12	-6	-1.2	257	0	-4	2	4	0.0	4
CN(CC(=O)NC(=O)NC1CCCCC1)c1ccccc1	0	2	0	-3.0	10	1	-1	1	-14	0.7	-2
CC(C)c1cc(NC(=O)c2ccccc2)cc(C(C)C)c1O	1	-13	11	-0.1	-18	-2	0	-21	-3	1.5	-7
O=C(COC(=O)CSc1ccc2ccccc2c1)NC1CC1	-1	-4	-10	0.8	16	2	5	18	-4	2.1	-4
CC(=O)Nc1ccc(/C=N/NC(=O)c2cccc(S(=O)(=O)N3CCOCC3)c2)cc1	-2	-2	-5	-2.7	0	-1	4	-43	-27	2.2	11
Cc1ccc(NC(=S)NCc2ccccc2)cc1C	3	1	-3	-0.9	5	1	-6	7	2	0.4	1

2 compounds drawn at random from those above, as already listed:
SMILES	NSD2 HMT inh	Rtt109 Vps75	Cardiac RTF inh	CDK5 inh	Mot1-301 SUMO	Keap1 Nrf2 FP	dFosB act	PfHsp90 yeast 2	PvdQ acylase	C-LANA FP	cardiac RTF act
CC(C)c1cc(NC(=O)c2ccccc2)cc(C(C)C)c1O	1	-13	11	-0.1	-18	-2	0	-21	-3	1.5	-7
Cc1ccc(NC(=O)COC(=O)CNC(=O)c2ccc(Br)cc2)c(C)c1	-3	.	-10	-0.7	6	-3	-2	8	-16	-0.9	-2

Remaining list, next part.
SMILES	NSD2 HMT inh	Rtt109 Vps75	Cardiac RTF inh	CDK5 inh	Mot1-301 SUMO	Keap1 Nrf2 FP	dFosB act	PfHsp90 yeast 2	PvdQ acylase	C-LANA FP	cardiac RTF act
COc1cc(/C=C/C(=O)O)cc(S(=O)(=O)Nc2ccccc2Cl)c1OC	0	-10	13	0.3	-1	4	-2	26	1	3.3	-1
CCn1c(CNc2ccc(C)cc2)nnc1SCC(N)=O	3	6	-5	-0.5	1	-2	1	.	-2	-0.2	3
CN(C)CCNC(=O)c1c(CSc2ccc(Cl)cc2)noc1C(=O)NCc1ccccc1	.	-6	0	3.9	0	-8	-10	-14	-14	-1.5	17
CN(C)c1ccc(C(C(=O)NCc2ccccc2)N(Cc2ccco2)C(=O)c2snc(C(N)=O)c2N)cc1 (centres undefined)	4	3	-9	-8.4	9	-4	-16	-36	-8	1.2	4
Cc1cc(=O)[nH]c(SCC(=O)O)c1C#N	-3	5	8	-1.6	-21	0	0	9	-13	0.1	5
Cc1cccc(-c2nnc(-c3ccc(N)cc3)o2)c1	1	-3	-2	-6.6	13	-1	-4	23	-45	1.0	-2
N#Cc1c(/N=C/C=C/c2ccccc2)sc2c1CCCC2	6	1	-2	-0.4	-12	-4	0	.	-11	0.4	8
CCOc1ccc(S(=O)(=O)N2CCCC(C(=O)NCc3cccnc3)C2)cc1Cl (centres undefined)	-4	-1	-12	1.5	-16	-7	-8	21	-11	-0.1	-1
CCc1nc2ccccc2n1CC(=O)N1CCN(Cc2ccccc2)CC1	0	14	.	-0.5	2	0	1	-5	10	-0.5	.
CC(C)n1c(NCCc2ccccc2)nc2c1c(=O)n(C)c(=O)n2C	3	3	-6	0.7	-5	-1	-12	10	3	0.1	-4
Cc1cc(C(=O)Nc2cc(C)on2)on1	.	0	-11	-0.2	10	-3	3	-11	-9	-0.1	0
COC(=O)c1noc(-c2ccc(C)cc2)n1	-2	9	1	1.4	-17	-2	-5	-7	-3	0.7	0
Cc1cc(NC(=O)c2sc(Nc3ccc(F)c(Cl)c3)nc2N)no1	0	-4	-6	-0.8	9	5	-1	2	-16	1.5	-4
COc1ccc(Cc2nnc(NC(=O)C3CCCO3)s2)cc1OC (centres undefined)	6	-2	-7	.	.	0	-10	12	-9	1.0	3
COC(=O)C1=C(C)N(c2ccc(C)c(C)c2)/C(=C/c2ccc(O)cc2)C1=O	5	15	5	-2.0	196	-3	2	.	5	0.8	-5
Clc1ccc(-n2nnc(-c3cccnc3)n2)cc1Cl	.	-11	-15	-1.8	25	-5	0	-17	-5	-1.9	0
CS(=O)(=O)N1CCN(CC(=O)NC2CCCCC2)CC1	0	-6	-10	0.9	-7	4	4	-17	-7	-1.2	-2
CSc1ncc(Cl)c(C(=O)Nc2cccnc2)n1	-2	-1	-11	0.6	-25	-1	4	-15	-11	-3.1	-2
Cc1nc(C)c(-c2csc(Nc3ccc(F)cc3)n2)s1	1	11	9	1.5	23	-5	-8	.	10	-0.5	-2
COc1ccc2c(-c3ccc(OCCN4CCCCC4)cc3)c(-c3ccccc3OC)sc2c1	.	-6	0	-1.5	.	3	48*	-14	-11	-0.2	-2
CCSc1ncc(Cl)c(C(=O)Nc2ccc(S(=O)(=O)Nc3onc(C)c3C)cc2)n1	-1	11	-7	0.1	4	-4	9	.	-10	-0.8	-4
COc1ccc(C(=O)N2CCN(Cc3ccccc3C(F)(F)F)CC2)cc1	1	4	-6	-0.5	13	-2	-5	-7	-13	4.1	9
O=C(Oc1cc(=O)oc2ccccc12)c1ccco1	-2	-7	-16	-3.6	-6	-3	-6	34	-19	-2.1	12
O=C(O)c1ccc(/C=N/NC(=S)NC2CCCCC2)cc1	-2	0	5	1.2	-7	0	-4	-70	-1	-1.2	1
C=CCn1c(COc2ccc(OC)cc2)nc2ccccc21	1	-3	5	-1.0	-12	-2	0	-12	-7	-1.5	-9
COc1ccc(/C=C(/NC(=O)c2ccccc2)C(=O)Nc2cccc(C(=O)O)c2)cc1	10	1	-3	0.8	211	5	7	-6	-14	-1.3	-4
CCOc1ccc2[nH]c(C(=O)N/N=C/c3cccc(OC)c3OC)cc2c1	-1	5	0	0.3	14	-2	-6	-2	15	6.9	-6
CC(NC(=O)COC(=O)C12CC3CC(CC(O)(C3)C1)C2)c1ccccc1 (centres undefined)	-2	2	-14	-0.8	9	-1	-2	-30	-7	-1.5	3
COC(=O)NCCOc1cc(C)ccc1C	-4	-3	0	1.2	-5	1	-4	3	-6	1.5	2
Cc1ccc(C(=O)NNc2c3ccccc3nc3ccccc23)cc1	3	1	1	2.9	-2	-5	-6	4	6	-0.3	0
O=C(O)CSc1nnc(COc2cccc3ccccc23)n1Cc1ccccc1	0	2	2	0.0	-4	0	0	-5	13	2.0	-6
CCOc1cc(/C=N/NC(=O)c2cccnc2)cc(Br)c1OCC(N)=O	-3	-2	-3	-2.2	41	-6	-13	-7	-1	-0.7	1
CCc1ccccc1NC(=O)COc1ccc(N2CC(C(N)=O)CC2=O)cc1 (centres undefined)	1	-8	-7	-0.5	-2	4	-7	-1	-3	0.1	-5
COCCNC(=O)C(=O)N/N=C(\C)CC(=O)Nc1ccc(Cl)cc1Cl	-2	8	-4	-0.4	213	-1	4	14	-8	-0.6	-7
Cc1ccc(C(CNC(=O)c2ccc(Br)o2)N2CCN(C)CC2)cc1 (centres undefined)	10	-6	1	0.3	9	0	-10	.	-8	-2.3	5
Nn1c(=S)[nH]nc(Cc2ccc(O)cc2)c1=O	-3	1	-12	-1.4	16	1	-5	30	-17	-0.5	-4
CCOC(=O)c1ccc(CNC(=O)Cn2nnc(-c3ccc(C)cc3)n2)o1	-1	-3	7	0.4	+	-2	2	-25	-10	-1.8	0
Cc1ccc(NC(=O)CCN2C(=O)CSC2=O)c(C)c1	-2	9	-3	0.5	-20	-3	-6	-47	-5	-0.3	-1
O=C(Cn1c(-c2ccccc2)c[n+]2ccsc12)c1ccc(Br)cc1	-1	5	-9	-0.5	-8	-6	-9	11	-13	-0.3	4
Cc1ccc2c(c1)c1c(n2CC(O)Cn2c(C)nc3ccccc32)C(=O)CCC1 (centres undefined)	.	-1	-8	1.2	-28	-7	0	11	-5	-0.2	-1
